High-throughput results (PubChem BioAssay)
eIF2B yeast act: eIF2B (yeast) activity modulation; S. cerevisiae eIF2B-epsilon R284H, GCN4-lacZ luminescence; inhibition, % at 25 µM (by protocol); actives 0.91% (n = 27,000); AID 688;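 active means mutant luminescence inhibited past about 50% while wild type luminescence and mutant growth stay under set limits, limit read from the data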; further: some compounds called inactive have numbers as strong as hits
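Material: yeast eIF2B-epsilon R284H mutant carrying GCN4–beta-galactosidase fusion. Medium: YPD yeast growth medium. Incubation: 16 h growth with compound at 30 °C, 90 min Beta-Glo step. Signal: Beta-Glo luminescence plus absorbance at 595 nm. Evaluation: % inhibition of reporter signal and growth versus controls. Doses: 25 µM single dose.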
Yeast growth tox: Compounds toxic to wild-type S. cerevisiae growth | A595 turbidity, 16 h | growth inhibition, % at 25 µM (by protocol) | actives 0.3% (n = 30,000) | AID 685;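 active means mutant and wild-type yeast strains alike exhibit over 30% growth inhibition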;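 further: 0% = untreated cell controls and 100% = YPD media blanks without cells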
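Incubation: 16 h growth with compound, 30 °C; Material: S. cerevisiae wild-type or eIF2Bepsilon-R284H mutant strain; Signal: turbidity measured as absorbance at 595 nm; Medium: YPD yeast growth medium; Measure: growth inhibition (%) versus cell controls and blanks; Doses: 25 µM single dose.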
Yeast growth tox inhibition %: second read-out of Yeast growth tox, no call of its own (marks repeat the call); growth inhibition, %; S. cerevisiae eIF2Bepsilon-R284H mutant growth, A595 turbidity, 16 h;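 each compound tested once at 25 µM; 0% equals untreated cells and 100% equals cell-free medium blanks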
eIF2B yeast act mutant toxicity: also measured in eIF2B yeast act; calls as there; growth inhibition, %; measured here: mutant yeast growth, toxicity;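 each compound tested once at 25 µM; zero equals untreated control growth and 100 equals blank medium absorbance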
Active calls of the source: *; . = no result given. These rows are one share of the data, so the mix of outcomes need not match the whole.

SMILES	eIF2B yeast act	eIF2B yeast act mutant toxicity	Yeast growth tox	Yeast growth tox inhibition %
CSc1ccccc1NC(=O)c1ccccc1N(C)S(C)(=O)=O	35	17	23	17
Cc1ccc(OCC(=O)N2CC3(C)CC2CC(C)(C)C3)cc1 (stereo not drawn)	7	-9	-3	-9
COc1ccc(N2CCN(C3CC(=O)N(Cc4ccc(N5CCCC5=O)cc4)C3=O)CC2)cc1 (stereo not drawn)	1	.	-5	0
COCc1nnc(NC(=O)CS(=O)(=O)Cc2ccccc2)s1	9	-14	2	-14
Nc1nc2ccc(-c3nc4ccccc4o3)cc2s1	24	38	21	38
CCN1CCCC1CNC(=O)CSc1cc(=O)n(CC)c2ccccc12 (stereo not drawn)	13	14	27	14
CCOC(=O)c1oc2cc(O)ccc2c(=O)c1-c1ccccc1OC	16	5	-5	5
CC1(C)c2ccccc2N2CC(=O)NC21/C=C/c1ccco1 (stereo not drawn)	12	.	-4	0
COc1cccc(C2c3c(-c4cc(Cl)c(C)cc4O)n[nH]c3C(=O)N2Cc2cccnc2)c1 (stereo not drawn)	20	-20	17	-20
CCOc1ccc2nc(COC(=O)c3ccco3)c(C(C)=O)[n+]([O-])c2c1	-9	13	-20	13
CC(=O)CN1Cc2ccccc2/C1=N\C(=O)Nc1ccccc1	17	-9	-8	-9
CCCn1c(SCC(=O)Nc2c(C)cccc2CC)nnc1C(C)C	12	4	7	4
CCOC(=O)Cc1csc(NC(=O)CSc2nnc(-c3ccc(NS(=O)(=O)CC)cc3)o2)n1	26	37	-39	37
Cc1ccc(S(=O)(=O)c2cc3c(=O)n4ccccc4nc3n(Cc3ccco3)c2=N)cc1C	30	.	.	.
O=C1CCCc2c1cc(C(=O)Nc1ccc(Br)cn1)c(=O)n2-c1ccccc1	20	-9	-3	-9
CC1(C)CC(=O)c2cn3ncnc3nc2C1	.	.	12	9
COc1ccc(NC(=O)C2CCCN(S(=O)(=O)c3cccnc3)C2)cc1 (stereo not drawn)	12	11	18	11
O=C(O)C1CCCN1S(=O)(=O)c1ccc(Br)s1 (stereo not drawn) (tested in a mixture with another compound)	28	7	7	7
Cc1cc(O)c(C=Nc2ccc(Cl)cn2)c(=O)o1	.	.	11	7
Cc1csc(SCC(=O)Nc2nc(-c3ccccc3)cs2)n1	3	25	32	25
O=C(Cn1ccc2ccccc2c1=O)NCCC(=O)Nc1ccc2c(c1)OCCO2	18	19	9	19
CC(=O)Nc1cccc(NC(=O)CSc2nnnn2C)c1	3	-9	17	-9
O=C(Cc1ccccc1)NC1CCN(S(=O)(=O)c2cccc(F)c2)CC1	.	.	23	3
Cc1nonc1OCCNC(=O)C12CC3CC(CC(C3)C1)C2	8	-17	9	-17
O=C(Nc1ccccc1)Nc1cccc2cccnc12	-13	22	30	22

Other records.
SMILES	eIF2B yeast act	eIF2B yeast act mutant toxicity	Yeast growth tox	Yeast growth tox inhibition %
Cn1c(SCC(=O)Nc2ccc3cn[nH]c3c2)nnc1-c1cccs1	7	-10	-7	-10
CCOc1ccccc1CN1C(=O)c2ccccc2C1C(=O)NC(C)CC (stereo not drawn)	.	.	9	19
CCCn1c(N)c(Sc2ccc(Cl)cc2)c(=O)n(CCC)c1=O	17	25	0	25
Cn1c(NCC(O)c2ccccc2)nc2c1c(=O)n(Cc1ccc(Cl)c(Cl)c1)c(=O)n2C (stereo not drawn)	16	.	.	.
Cc1ccc(-c2nn(CC(N)=O)c(=O)c3ccccc23)cc1S(=O)(=O)N(C)C	.	.	1	13
Clc1ccc(CN2CCN(c3ncnc4scc(-c5cccs5)c34)CC2)cc1	21	22	8	22
O=C(O)c1cccc2c1C(=O)N(Cc1ccncc1)C2	.	.	8	-23
COc1ccccc1OCC(=O)Nc1nc(-c2ccc(S(=O)(=O)N3CCOCC3)cc2)cs1	41	-39	-8	-39
COc1ccccc1N1CCN(C(=O)CSc2nc3ncnc(N)c3[nH]2)CC1	28	-3	-7	-3
COc1ccccc1N1CCN(C(=O)CCNS(=O)(=O)c2ccc3c(c2)CCC(=O)N3)CC1	29	12	15	12
CN(C)CCN1CCc2ccccc21	11	-17	13	-17
COCCN1CN(S(=O)(=O)c2ccc(Cl)cc2)c2nc3ccccc3nc21	44	-14	3	-14
COc1ccc(C)cc1S(=O)(=O)N(CC(N)=O)Cc1ccccc1	-12	-19	2	-19
C=CCOc1ccccc1/C=N/O	.	.	27	18
Cn1nc(-c2ccc(Cl)cc2)c2cc(C(=O)N3CCC(N4CCCCC4)CC3)sc21	30	-14	-3	-14
COC(=O)c1ccc(CNC(=O)CSc2nnc(COc3ccccc3)n2C)o1	-40	23	-10	23
N#CC(c1nc2ccccc2nc1N1CCCC1)S(=O)(=O)c1ccccc1 (stereo not drawn)	25	-19	8	-19
Cc1cc(Oc2ccccc2)nc(N)n1	-21	17	16	17
Cc1ccccc1-n1nnnc1SCc1ncc(-c2ccccc2)o1	-5	10	3	10
O=[N+]([O-])c1ccccc1CNC(Cc1ccccc1)c1ccccc1 (stereo not drawn)	17	8	11	8
Cc1cc(C)c(OCCN2C(=O)NC(C)(C)C2=O)c(Cl)c1	20	6	6	6
CCOC(=O)c1[nH]c(C)c(C(=O)NC2CCN(C(=O)OCC)CC2)c1C	7	-15	3	-15
O=C(c1cccs1)N(Cc1ccco1)C1CCS(=O)(=O)C1 (stereo not drawn)	18	11	0	11
COc1cc(-c2nnc(-c3ccccc3)o2)cc(OC)c1OC	3	12	-5	12
CC1(C)OC(=O)N2CCc3ccccc3C21C (stereo not drawn)	-1	-7	-2	-7

Brought forward from above: 5 compounds; new compounds follow.
SMILES	eIF2B yeast act	eIF2B yeast act mutant toxicity	Yeast growth tox	Yeast growth tox inhibition %
Cc1cc(C)c(OCCN2C(=O)NC(C)(C)C2=O)c(Cl)c1	20	6	6	6
CCOC(=O)c1[nH]c(C)c(C(=O)NC2CCN(C(=O)OCC)CC2)c1C	7	-15	3	-15
O=C(c1cccs1)N(Cc1ccco1)C1CCS(=O)(=O)C1 (stereo not drawn)	18	11	0	11
COc1cc(-c2nnc(-c3ccccc3)o2)cc(OC)c1OC	3	12	-5	12
CC1(C)OC(=O)N2CCc3ccccc3C21C (stereo not drawn)	-1	-7	-2	-7
Cn1c(SCC(=O)NC(C)(C)C)nc(O)cc1=O	18	7	8	7
N#CC1=C(Nc2ccccc2)SC=C(c2ccccc2)N=C1N1CCOCC1	20	22	12	22
CCN1CCN(C(=O)C2=C(C(=O)O)CCCC2)CC1	12	4	11	4
CCOC(=O)c1ccc(NC(=O)CN2CCN(c3ccccc3)CC2)cc1	3	-5	17	-5
Cc1cc(C)cc(N2C(=O)CC(N(C(=O)c3ccco3)c3cc(C)cc(C)c3)C2=O)c1 (stereo not drawn)	.	.	14	15
Cc1cc(NC(=O)Cn2nc3c(cc2=O)CCCC3)ccc1Br	0	-8	9	-8
O=C(Cn1c(=O)sc2ccccc21)Nc1ccc(S(=O)(=O)N2CCCCC2)cc1	.	.	1	7
Cc1ccc(CN(CC2CCCO2)C(=O)CN2C(=O)C(C(C)C)Oc3ccccc32)o1 (stereo not drawn)	59*	.	16	-7
CC(=O)Nc1ccc(-c2csc(NC(=O)c3ccc(C)o3)n2)cc1	.	.	14	8
COC(=O)c1ccc(Cl)c(NC(=O)NC23CC4CC(CC(C4)C2)C3)c1	20	10	18	10
COc1ccc(Nc2nc3ccccc3c(=O)s2)c(OC)c1	.	.	14	-18
COC(=O)CSc1nc(-c2cccs2)ccc1C#N	26	.	.	.
CC1CC(NS(=O)(=O)c2cccs2)CC(C)(C)C1 (stereo not drawn)	18	.	0	0
CCn1c(NCc2c[nH]c3ccccc23)nc2ccccc21	.	.	6	13
N#CCCN(Cc1cccnc1)C(=O)c1ccc(S(=O)(=O)N2CCOCC2)cc1	9	.	12	0
O=c1c2cc(N3CCOCC3)ccc2[nH]c(=S)n1Cc1ccco1	27	7	9	7
O=c1c2c3c(sc2n2c(=S)[nH]nc2n1Cc1ccccc1)CN(Cc1ccccc1)CC3	-11	.	-37	0
Cc1ccc(Nc2cc(C)nn2-c2nc(C)cc(=O)[nH]2)cc1	98	86	78*	86*
CCn1ccc(C(=O)Oc2ccc(C(C)C)cc2)n1	18	.	11	0
CC1CC(C)CN(CCCNC(=O)C2CCN(S(=O)(=O)N3CCCCC3)CC2)C1 (stereo not drawn)	22	11	49	11
Cc1ccc2c(CC(=O)OC3CCOC3=O)coc2c1 (stereo not drawn)	26	19	12	19
CC(Sc1nnc(N)s1)C(=O)Nc1ccc(N2CCOCC2)cc1 (stereo not drawn)	-18	-14	-10	-14
C=CCn1c(SCC(=O)NC23CC4CC(CC(C4)C2)C3)nc(O)cc1=O	23	-9	9	-9
COc1ccccc1NC(=O)c1nn(C)cc1Br	.	.	11	16
Cn1c(=O)[nH]c(=O)c2c1nc(CN1CCN(c3cccc(Cl)c3)CC1)n2CCN1CCOCC1	16	-20	8	-20

Complete entries, quoted from the list. Values in the order: eIF2B yeast act | eIF2B yeast act mutant toxicity | Yeast growth tox | Yeast growth tox inhibition %
`N#CC1=C(Nc2ccccc2)SC=C(c2ccccc2)N=C1N1CCOCC1` is entered as 20 | 22 | 12 | 22
`CC(=O)Nc1ccc(-c2csc(NC(=O)c3ccc(C)o3)n2)cc1` is entered as . | . | 14 | 8
`Cc1ccc2c(CC(=O)OC3CCOC3=O)coc2c1` (stereo not drawn) is entered as 26 | 19 | 12 | 19
`CCn1c(NCc2c[nH]c3ccccc23)nc2ccccc21` is entered as . | . | 6 | 13
`O=c1c2c3c(sc2n2c(=S)[nH]nc2n1Cc1ccccc1)CN(Cc1ccccc1)CC3` is entered as -11 | . | -37 | 0

Further structures.
SMILES	eIF2B yeast act	eIF2B yeast act mutant toxicity	Yeast growth tox	Yeast growth tox inhibition %
COCCOC(=O)c1c(C)n(C)c2ccc(OC(=O)c3cccs3)cc12	.	.	19	-11
Cc1cnc(C(=O)Nc2ccccc2-n2cccc2)cn1	28	3	10	3
CN(C)S(=O)(=O)c1ccc(C(=O)Nc2nnc(Cc3ccccc3)s2)cc1	.	.	-11	-15
Cc1noc(C)c1COc1ccc(C(=O)NCC2CCCO2)cc1 (stereo not drawn)	-7	-5	6	-5
COc1ccccc1NC(=O)COC(=O)CNC(=O)c1ccc(OC)c(OC)c1	12	14	-3	14
O=C(CN(C(=O)CCC(=O)Nc1ccccn1)c1ccc2c(c1)OCCO2)NCCc1ccccc1	18	-13	-44	-13
O=C(NCCN1CCOCC1)c1cccs1	11	-23	11	-23
COC(=O)c1[nH]c(C)c(/C(O)=C2\C(=O)C(=O)N(CCN(C)C)C2c2ccc(OC)cc2)c1C (stereo not drawn)	11	5	12	5
CCCC(C)NC(=O)c1ccc2[nH]c3c(c2c1)CC(C)CC3 (stereo not drawn)	21	-21	13	-21
N#Cc1nc(-c2ccco2)oc1N1CCCC1	15	11	14	11
O=C(Nc1sc2c(c1C(=O)NC1CCCCC1)CCC2)c1ccco1	11	2	2	2
Cc1cc2cc(CN(Cc3ccc4c(c3)OCO4)C(=O)c3cnccn3)c3nnnn3c2cc1C	-17	-25	-21	-25
COc1ccc(CCNC(=O)CN(c2ccccc2OC)S(C)(=O)=O)cc1OC	17	12	18	12
